# From PubChem BioAssay
# CAL PDZ FP-1 – inhibitors of human CAL PDZ peptide binding. Q9HD26. purified CAL PDZ, TMR-peptide fluorescence polarization, 1 h. inhibition, % at 20 µM. hit rate 0.02% among 330,000. AID 504414;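 active = highest replicate inhibition of at least 40%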;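 note: plate controls were DMSO neutral control wells for no effect and unlabeled competitor peptide control wells for full effect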
#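 material = purified tagged CAL PDZ domain construct (CerCALP) | compound dosing = 20 µM, one dose | times = 1 h at RT | measured by = fluorescence polarization from S- and P-plane intensities, G-factor corrected | read-out = inhibition from polarization loss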
# Pemphigus Ab inh – blocks pemphigus antibody binding to human desmoglein-3 | DSG3-coupled beads, scFv-anti-DSG3-GFP binding, flow cytometry; stronger effect = lower value | binding (percent of control), % at 10 µM | AID 588358 | hit rate 0.48% among 310,000;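 active = binding more than 3 SD below its plate's average and above zero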; note: some compounds called inactive have numbers as strong as hits
# Target sequence (P32926 whole entry, looked up): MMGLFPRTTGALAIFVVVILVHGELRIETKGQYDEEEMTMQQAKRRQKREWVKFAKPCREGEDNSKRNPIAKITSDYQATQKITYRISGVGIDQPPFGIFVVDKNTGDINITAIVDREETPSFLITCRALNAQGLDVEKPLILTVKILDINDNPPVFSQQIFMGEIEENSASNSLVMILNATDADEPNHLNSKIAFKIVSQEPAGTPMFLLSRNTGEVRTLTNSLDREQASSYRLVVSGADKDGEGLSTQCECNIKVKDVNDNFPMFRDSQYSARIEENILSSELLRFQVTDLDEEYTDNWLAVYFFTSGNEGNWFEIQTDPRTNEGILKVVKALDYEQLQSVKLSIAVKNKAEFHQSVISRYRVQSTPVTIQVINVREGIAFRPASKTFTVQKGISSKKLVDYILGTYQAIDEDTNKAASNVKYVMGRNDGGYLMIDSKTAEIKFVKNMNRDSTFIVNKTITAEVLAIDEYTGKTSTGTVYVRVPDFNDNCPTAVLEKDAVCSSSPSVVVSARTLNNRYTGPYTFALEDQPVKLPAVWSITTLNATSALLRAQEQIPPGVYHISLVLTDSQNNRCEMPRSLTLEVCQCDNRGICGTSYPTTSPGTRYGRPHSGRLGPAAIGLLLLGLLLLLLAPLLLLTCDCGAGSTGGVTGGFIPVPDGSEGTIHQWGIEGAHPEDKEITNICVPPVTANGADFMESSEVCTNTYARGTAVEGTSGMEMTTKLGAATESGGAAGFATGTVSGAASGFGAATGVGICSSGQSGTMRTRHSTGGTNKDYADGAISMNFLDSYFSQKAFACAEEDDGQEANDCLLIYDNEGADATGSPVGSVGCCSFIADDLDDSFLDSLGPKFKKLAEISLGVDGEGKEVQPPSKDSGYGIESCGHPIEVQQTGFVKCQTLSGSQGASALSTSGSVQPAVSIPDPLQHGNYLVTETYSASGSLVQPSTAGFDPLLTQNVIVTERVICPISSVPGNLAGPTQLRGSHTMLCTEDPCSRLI
# C-LANA FP – inhibitors of KSHV LANA C-terminal domain DNA binding | MBP-C-LANA/FAM-LBS DNA binding, fluorescence polarization | inhibition, % at 9 µM | hit rate 0.078% among 340,000 | AID 504423;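 active = highest replicate inhibition at or above 60% at 9 µM, even if other replicates fall short; inactive = all replicates below 60% inhibition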;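 note: 0% = neutral control wells and 100% = 4 µM acridine orange control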
# Cardiac RTF inh – cardiac RTF calcium desensitization. IANBD-labeled cardiac RTF, Ca2+ fluorescence. inhibition, % at 7.15 µM. hit rate 0.12% among 340,000;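 active = inhibition above the mean inhibition of all tested compounds plus 3 SD, cut at about 17% in these data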;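 note: assay run at fixed EC70 calcium of 1.6 mM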
# CAL PDZ FP-2 – blocks peptide binding to the human CAL PDZ domain; Q9HD26; purified CAL PDZ, TMR-peptide fluorescence polarization, 1 h; inhibition, % at 24.9 µM; hit rate 0.92% among 300,000; AID 602252;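 active = mean inhibition of at least 30% with at least half of replicates also reaching 30%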;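 note: 0% = DMSO neutral control and 100% = excess unlabeled competitor peptide PRC23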
# V-ATPase pHluor – yeast V-ATPase proton transport regulation by pHLuorin. AID 504577. hit rate 0.37% among 350,000. response, % at 10 µM. S. cerevisiae, pHLuorin cytosolic pH fluorescence; in the data active = response mostly above about 7.3%, no sharp cut-off; inactive = mostly below about 5.4%; note: actives read high; inactives centre near 0; some compounds called inactive have numbers as strong as hits; reference of the scale not given here
# Keap1-Nrf2 PPI – disrupts human Keap1 binding to Nrf2 peptide | Q14145 | Keap1 Kelch-Nrf2 peptide fluorescence polarization, 1536-well | inhibition, % at 9.4 µM | hit rate 0.15% among 340,000 | AID 504523; in the data active = inhibition above about 12%;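 note: human Keap1 Kelch domain with fluorescein labeled Nrf2 9mer peptide probe; 0% = neutral control wells and 100% = peptide positive control; higher means more block of Keap1 binding to Nrf2 peptide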
# DAGLB inhibitor – diacylglycerol lipase beta (human) inhibition; HEK293T DAGLB membrane lysate, EnzChek fluorogenic substrate; inhibition, % at 5.17 µM; hit rate 0.059% among 340,000; in the data active = inhibition above about 34%;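 note: 0% = enzyme with vehicle and 100% = wells lacking enzyme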
# NSD2 inh – inhibitors of human histone methyltransferase NSD2; AID 743445; O96028; NSD2 peptide methylation, AlphaScreen, 120 min; inhibition, % at 12.5 µM; hit rate 0.54% among 310,000; in the data active = inhibition above about 50%
# Arrestin-AP2 inh – blocks beta-arrestin peptide binding to AP2 adaptin. inhibition, % at 10 µM. FITC-arrestin peptide / GST-AP2 beads, flow cytometry; AP2 beta2 appendage carries R879A mutation. hit rate 0.31% among 340,000;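 active = inhibition above a set limit, near 3 SD of compounds lacking own fluorescence, cut at about 54% in these data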;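 note: plate controls were DMSO wells for no effect and 5 µM unlabelled arrestin peptide for full effect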
#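 System: GST-AP2 R879A glutathione beads; medium: PBS, Tween 20 0.05%, BSA 0.1%; reagent: fluorescein-tagged arrestin peptide at 50 nM final; schedule: pre-incubation 12 min, peptide binding 1 h, room temperature; detection: flow cytometry, FL1 (488/535 nm); read-out: inhibition as reduced fluorescein signal on beads, percent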
# Numbers without * were called inactive; i = inactive; x = no result given. Only part of the results is shown (hit frequency here may not be typical).
SMILES	C-LANA FP	Pemphigus Ab inh	V-ATPase pHluor	Arrestin-AP2 inh	CAL PDZ FP-1	DAGLB inhibitor	NSD2 inh	CAL PDZ FP-2	Cardiac RTF inh	Keap1-Nrf2 PPI
Fc1ccc(C2NCCc3[nH]cnc32)cc1 (stereo not drawn)	-0.7	117	-3	20	0.6	-3	-4	10	1	-1
O=C1NC(=O)N(Cc2ccccc2)C(=O)/C1=C\c1ccco1	17	87	3	9	-1.1	6	14	-2	-8	-8
CCCC(=O)C1C(=O)NC(=O)NC1=O	0.3	96	-3	10	0.3	-4	4	-1	-3	0
CCOc1cc(CNCCc2c[nH]c3ccccc23)cc(Cl)c1OC	-0.2	118	0	-9	-1.8	0	9	-2	8	1
Cc1ccc(-c2nc3ccc(Cl)cc3n2OC(=O)N(C)C)cc1	0.8	101	1	-8	0.1	-3	0	0	6	-2
COC(=O)CCCC(NC(=S)N1CC2C[C@@H](C1)Cn1c2cccc1=O)C(=O)OC (stereo partly drawn)	1.7	98	-2	-4	0.0	-1	-2	x	-6	-3
Clc1cccc(Cl)c1NC1=NCCS1	x	111	-2	x	x	-2	4	x	x	x
CC(C)CCNC(=O)CN1C(=O)CN=C(c2ccccc2)c2ccccc21	-1.2	92	2	-3	-1.7	-3	0	0	5	-12
CCCCCn1c(=O)c(C(=O)Nc2ccccn2)c(O)c2ccccc21	-1.6	115	0	0	0.0	-1	-4	2	2	-5
CN(C)c1nc(N(C)C)nc(N(C#N)CCCl)n1	0.6	99	0	-11	-0.7	-1	-3	-2	-11	-11
COc1cccc(C(=O)N2CCC3(CC2)OCCO3)c1	0.6	110	1	-12	0.4	3	-1	-2	-8	-2
CC(=NCC1CCCO1)c1c(O)n(Cc2ccccc2)c(=O)[nH]c1=O (stereo not drawn)	0.3	96	-3	-4	-3.7	-5	-18	2	-6	-1
O=C(c1ccccc1)C(CN1CCCC1)c1ccccc1 (stereo not drawn)	1.3	96	1	x	-2.0	11	2	2	0	2
Cc1n[nH]c(C)c1CCN	-3.9	94	-1	-36	-0.9	-2	-4	3	-11	-4
OCCCCO	-2.9	105	-4	24	-1.8	-2	x	-3	i	i
Cc1ccc2nsnc2c1-n1c(C)nc2ccccc2c1=O	-0.4	101	1	10	-1.5	-1	-1	-6	-12	4
COc1ccc2c(c1O)-c1c(OC)c(OC)cc3c1[C@H](C2)N(C)CC3	-0.3	108	-1	-4	-1.0	2	x	-4	1	-4
COC(=O)C1=C(c2ccc(OCc3ccccc3)cc2)C[C@@H]2CC[C@H]1N2C(=O)NC1CCN(Cc2ccccc2)CC1	-0.9	108	3	42	-2.3	-1	x	0	3	1
CN1CCCN(C(=O)COc2ccc(F)cc2Cl)CC1	-0.2	x	0	0	-2.2	0	6	-2	-1	-5
COc1ccc(/C=C2/C(=O)NC(=O)N(c3ccc(C)c(C)c3)C2=O)cc1CN1C(=O)c2ccccc2C1=O	1.6	101	0	5	-1.4	4	16	-5	7	-8
N#Cc1cn(C2OC(CO)C(O)C2O)c2ncnc(N)c12 (stereo not drawn)	-2.3	93	8	-5	-0.1	-2	1	-2	-6	-3
CCn1ccnc1CN1CCCC(C(=O)c2cc(C)c(OC)c(C)c2)C1 (stereo not drawn)	-0.2	101	-2	-20	0.6	3	0	-3	-4	0
Cc1ccc(-c2nn(Cc3ccccc3)cc2C(=O)O)cc1	-0.7	96	-4	5	-0.5	-3	-4	0	2	-2
CSc1ccc(C(c2c(O)c3ccccc3oc2=O)c2c(C)n(C)n(-c3ccccc3)c2=O)cc1 (stereo not drawn)	-0.1	100	-2	-10	-1.8	2	x	-4	-10	2
Fc1cccc(C2NCc3ccccc3-n3cccc32)c1 (stereo not drawn)	0.9	99	5	2	0.0	-2	5	-2	-1	-4
Cc1cccn2c(=O)c3c(nc12)N1CCCCC1C1(C3)C(=O)N(C)C(=O)N(C)C1=O (stereo not drawn)	x	110	1	-24	x	x	-4	x	x	x
O=[N+]([O-])c1ccc(N2CCCC(C(F)(F)F)C2)c2ccncc12 (stereo not drawn)	-3.4	89	4	-8	-1.3	-1	25	-5	-5	-5
COCCCn1c(-c2ccc(OC)cc2)cc(C(=O)NC2CCCCCCC2)c1C	-1.9	99	2	-2	-0.4	-2	3	-1	4	0
O=c1[nH]c(O)c(/C=C2\C=NN=C2c2ccccc2)c(=O)[nH]1	0.0	94	-1	2	-3.5	-1	12	x	-3	0
O=C(COc1ccc(S(=O)(=O)N2CCOCC2)cc1)N1CCN(Cc2ccc3c(c2)OCO3)CC1	1.5	102	-1	0	x	3	-1	2	-8	3
NP(=O)(Nc1ccccc1)Nc1ccccc1	0.2	93	4	21	-1.2	0	-1	-3	2	5
COc1ccc(/C=C/C=C2C(=O)NC(=S)NC2=O)cc1	3.4	80	8	-8	-0.7	4	15	1	-15	-9
CC1C(=O)OC2CCN3CC4OC4(COC(=O)C(C)(O)C1(C)O)C23 (stereo not drawn)	-0.6	87	-3	2	-1.1	-1	-3	-2	-7	1
CCOP(=O)(OCC)C(NC(=O)c1ccc(C)cc1)C(Cl)(Cl)Cl (stereo not drawn)	0.5	87	3	8	-0.3	-1	0	4	-23	-5
COC(=O)[C@]1(C)C[C@H]1[C@H](NP(=O)(c1ccccc1)c1ccccc1)c1ccccc1	-0.4	98	0	-5	-1.6	-1	x	-1	8	2
S=C=Nc1cccc(C2(N3CCCCC3)CCCCC2)c1	1.2	105	4	7	-0.8	4	x	-3	-7	1
Cc1ccc(OCC(=O)Nc2ccc(Cl)cc2C(=O)c2ccccc2)cc1	6.6	101	-2	-6	-0.6	-15	4	4	-2	6
COc1ccc(CCNCc2ccccc2F)cc1	-0.5	92	1	-4	1.2	0	5	-9	-10	-3
CCCC(C)n1[nH]c(=O)c2c1NC(=O)CSC2c1ccccc1 (stereo not drawn)	-1.4	93	0	-9	-0.3	1	0	-8	-8	-6
CN(C)c1nc(OCCNC(=O)COc2ccc(Cl)cc2Cl)nc(N2CCCCC2)n1	4.3	101	2	3	x	-4	2	7	-4	2

# In a second layout: results already given
SMILES: COc1ccc(/C=C/C=C2C(=O)NC(=S)NC2=O)cc1
  C-LANA FP: 3.4; Pemphigus Ab inh: 80; V-ATPase pHluor: 8; Arrestin-AP2 inh: -8; CAL PDZ FP-1: -0.7; DAGLB inhibitor: 4; NSD2 inh: 15; CAL PDZ FP-2: 1; Cardiac RTF inh: -15; Keap1-Nrf2 PPI: -9

SMILES: CC1C(=O)OC2CCN3CC4OC4(COC(=O)C(C)(O)C1(C)O)C23 (stereo not drawn)
  C-LANA FP: -0.6; Pemphigus Ab inh: 87; V-ATPase pHluor: -3; Arrestin-AP2 inh: 2; CAL PDZ FP-1: -1.1; DAGLB inhibitor: -1; NSD2 inh: -3; CAL PDZ FP-2: -2; Cardiac RTF inh: -7; Keap1-Nrf2 PPI: 1

# Next entries:
SMILES	C-LANA FP	Pemphigus Ab inh	V-ATPase pHluor	Arrestin-AP2 inh	CAL PDZ FP-1	DAGLB inhibitor	NSD2 inh	CAL PDZ FP-2	Cardiac RTF inh	Keap1-Nrf2 PPI
COc1cc(C=C2C(=O)NC(=O)NC2=O)ccc1OCc1ccc([N+](=O)[O-])cc1	3.9	101	4	10	-0.8	0	17	-4	-2	5
CC(C)NS(=O)(=O)c1ccc(OCC(=O)N2CCN(Cc3ccccc3)CC2)cc1	1.4	100	-1	11	-3.0	3	-2	-1	-5	0
CCC(=Nc1ccc2c(c1)CCC2)c1c(O)n(C)c(=O)n(C)c1=O	-2.1	101	-2	-6	-0.7	-3	-2	8	-9	-3
CC(=O)NC(=O)NC(C)Cc1ccccc1 (stereo not drawn)	3.6	102	-6	7	x	3	2	-6	-9	-2
Cc1cccc(-n2c(O)c(C=NCCN3CCNCC3)c(=O)[nH]c2=S)c1	2.1	89	1	-8	-0.3	1	0	-4	0	-4
c1ccc2c(CN3CCCCCCC3)c[nH]c2c1	-0.1	103	6	25	0.0	1	5	x	3	3
CC[C@@]1(O)C(=O)OCc2c1cc1n(c2=O)Cc2cc3c(NC(=O)CN)cccc3nc2-1	-1.4	x	1	-7	-0.3	-1	1	2	3	-3
CC1([N+](=O)[O-])COP(=O)(Nc2ccc(F)cc2)OC1 (stereo not drawn)	0.2	87	7	7	0.1	1	-2	-5	-7	-2
CCC(=NCc1cccnc1)c1c(O)n(Cc2ccccc2)c(=O)[nH]c1=O	1.6	98	-2	-1	-1.0	0	-2	1	-6	-1
CC12CN3CC(C)(CN(C1)C3c1ccco1)C2=O (stereo not drawn)	1.1	94	3	13	x	-2	7	-4	-2	0
CCOP(=O)(CN(CC)CCNP(=O)(OCC)OCC)OCC	0.7	x	-2	-5	0.0	1	3	0	-3	-3
COC(=O)C1=C(c2ccc(F)cc2F)C[C@@H]2CC[C@H]1N2C(=O)NCc1ccc(F)cc1	0.0	103	-1	22	0.5	-6	x	-2	3	2
O=S(=O)(c1ccc(Cl)cc1)N1CCCC1c1cccnc1 (stereo not drawn)	-0.5	115	8	2	0.4	-3	-3	x	6	-7
O=C(CN1CCCC1=O)N1CCOCC1	-0.9	91	-2	5	-1.8	-2	1	1	-2	0
CCOC(=O)C1(c2ccccc2)CCN(CC(O)c2ccc(NC(C)=O)cc2)CC1 (stereo not drawn)	0.0	114	0	9	0.0	4	1	0	-1	2
S=C1CN=C(c2ccccc2Cl)c2cc(Cl)ccc2N1	1.6	108	1	-6	-2.5	-6	13	-2	-10	3
O=C(Nc1ccc(OC(=O)N2CCCCC2)cc1)N1CCOCC1	-0.7	97	-5	9	-2.0	-3	x	-3	-9	-1
COc1ccc2c(C)c(CC(=O)N3C[C@H]4C[C@@H](C3)c3cccc(=O)n3C4)c(=O)oc2c1	0.3	99	-1	-8	1.1	-2	x	2	-5	-1
CCOC(=O)C1CCCCC12C(C#N)=C(N)Oc1n[nH]c(C)c12 (stereo not drawn)	2.3	98	-1	-3	-1.3	-3	1	0	8	2
CC(O)(CS(=O)(=O)c1ccccc1)C(=O)Nc1cccc(C(F)(F)F)c1 (stereo not drawn)	1.1	93	2	-2	-0.5	0	-3	-3	1	-1
CCOC(=O)[C@@]1(C#N)[C@@H]2C=CC(C(N)=O)=CN2[C@@H](C(N)=O)[C@@H]1c1cccc(Cl)c1	2.9	113	1	20	-5.6	9	43	-2	-7	1
CCOC(=O)c1cccc([P+](=O)O)c1	-2.2	x	-2	24	x	6	-9	-2	-10	2
c1cncc(C2CCCCN2Cc2ccc3c(c2)OCO3)c1 (stereo not drawn)	-0.7	94	-2	-7	1.5	0	13	-2	2	2
S=C1NC2(CCCCC2)NC12CCCCC2	0.4	98	2	9	-0.3	-1	-2	-2	-10	-7
CC(C)n1c(=O)c(C=Nc2ccc(Br)cc2)c(O)n(Cc2ccco2)c1=O	-0.6	102	-1	4	-3.0	1	-3	-2	-4	-7
